# Screening data: PubChem, several laboratories
# CHRM5 antagonist: blocks acetylcholine activation of human M5 receptor; CHO-hM5 cells, Fluo-8 calcium fluorescence, ACh EC80; inhibition, % at 3 µM; 360,000 tested, 0.59% active; AID 624040;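 active = inhibition above a per-plate cutoff, the mean of that plate's test compounds plus 3 SD, cut at about 27% in these data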;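 also: 0% = acetylcholine EC80 with DMSO and 100% = DMSO without agonist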
# Target sequence (P08912 whole entry, looked up): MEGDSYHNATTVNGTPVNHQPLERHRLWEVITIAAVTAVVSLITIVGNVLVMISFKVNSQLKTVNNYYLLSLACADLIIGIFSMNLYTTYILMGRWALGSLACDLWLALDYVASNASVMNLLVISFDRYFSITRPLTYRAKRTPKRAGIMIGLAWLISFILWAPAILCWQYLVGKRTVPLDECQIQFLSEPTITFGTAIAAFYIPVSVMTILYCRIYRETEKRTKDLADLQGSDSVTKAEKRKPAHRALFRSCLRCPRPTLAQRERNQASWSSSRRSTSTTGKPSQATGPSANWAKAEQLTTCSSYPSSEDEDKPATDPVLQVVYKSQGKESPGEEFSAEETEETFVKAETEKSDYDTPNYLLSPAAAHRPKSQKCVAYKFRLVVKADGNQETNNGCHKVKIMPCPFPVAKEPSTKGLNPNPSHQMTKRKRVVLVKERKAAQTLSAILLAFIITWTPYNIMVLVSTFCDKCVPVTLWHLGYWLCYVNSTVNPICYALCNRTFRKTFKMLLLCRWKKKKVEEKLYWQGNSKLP
# CRFBP-R2 block: blocks CRF-induced signaling of the CRF-BP/CRF-R2 complex. HEK293 CRF-R2/CRF-BP, CRF-induced calcium fluorescence. inhibition, % at 11.8 µM. 350,000 tested, 0.59% active. AID 588475;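 active = inhibition of the ligand-induced calcium signal above about 50% at the single tested concentration, limit read from the data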
# TAAR1 antag: human TAAR1 antagonism. Q96RJ0. CHO RD-HGA16 TAAR1, Fluo-8 calcium fluorescence, antagonist. inhibition, % at 3 µM. 360,000 tested, 1.5% active. AID 624466;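 active = inhibition above a per-plate cutoff, the mean inhibition of test compounds on that plate plus 3 SD, cut at about 49% in these data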;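 also: 0% = DMSO plus EC80 beta-PEA response and 100% = DMSO alone without agonist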
# Target sequence (Q96RJ0 whole entry, looked up): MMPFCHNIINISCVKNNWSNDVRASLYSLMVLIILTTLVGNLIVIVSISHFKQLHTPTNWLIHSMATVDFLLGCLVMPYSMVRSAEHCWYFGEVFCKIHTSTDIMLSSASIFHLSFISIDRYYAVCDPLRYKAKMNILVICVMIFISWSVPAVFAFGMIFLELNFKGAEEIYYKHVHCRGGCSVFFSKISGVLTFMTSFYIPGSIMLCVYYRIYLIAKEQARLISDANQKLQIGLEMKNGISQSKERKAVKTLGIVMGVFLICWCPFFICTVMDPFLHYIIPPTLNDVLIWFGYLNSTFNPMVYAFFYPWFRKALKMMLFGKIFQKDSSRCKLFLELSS
#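 Test system: CHO RD-HGA16 cells bearing hTAAR1 | Reagent: β-PEA, EC80 | Compound dosing: 3 µM, single point | Schedule: Dye loading 75 min at 37 °C, then 30 min room temperature | Signal: Calcium fluorescence with Fluo-8 | Evaluation: Percent inhibition of PEA-evoked calcium signal, max/basal emission ratio | Control set: DMSO-only wells and EC80 β-PEA-stimulated wells | Repeats: Singlicate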
# CHRM4 PAM: CHRM4 positive allosteric modulation; P08173; CHO-K1 hM4/Gqi5, Fluo-8 calcium fluorescence, ACh EC20; 0% = ACh EC20, 100% = maximal ACh; activation, % at 3 µM; 360,000 tested, 0.4% active; AID 624126;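 active = activation above its plate's cutoff, the mean activation of sample wells plus 3 SD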; also: some results filed as inactive read as strong as hits
# TAAR1 agonist: agonists of human TAAR1; Q96RJ0; CHO RD-HGA16 TAAR1, Fluo-8 calcium fluorescence; vehicle wells 0%, saturating PEA agonist 100%; activation, % at 3 µM; 360,000 tested, 0.99% active; AID 624467;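 active = activation above the mean activation of all test compounds in the run plus 3 SD, cut at about 38% in these data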
#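 Repeats: no replicates (n 1) | Material: CHO-derived RD-HGA16 cells with stable Gα16 and human TAAR1 | Technique: Kinetic Fluo-8 calcium fluorescence | Schedule: 17-24 h seeding, 75 min 37 °C dye, 30 min RT | Evaluation: % activation from peak over basal fluorescence ratio, DMSO-to-PEA scaled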
# CHRM5 PAM: positive allosteric modulators of human muscarinic M5 receptor | P08912 | 360,000 tested, 0.3% active | activation, % at 3 µM | CHO-K1 hM5, Fluo-8 calcium, ACh EC20 PAM; 0% = ACh EC20, 100% = ACh EC100 | AID 624038;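 active = activation above the run cutoff, the mean activation of all test compounds plus 3 SD, cut at about 18% in these data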
#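 System: CHO-K1 cell line with stable human muscarinic M5 receptor expression | Also added: EC20 acetylcholine as agonist stimulus | Compound: One concentration, 3 µM final (nominal) | Timing: Fluo-8 loading 80 min at 37 °C plus 30 min room temperature | Measured by: Fluo-8 calcium dye fluorescence, kinetic read | Read-out basis: % activation, ACh-normalized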
# CHRM5 agonist: agonists of human muscarinic M5 receptor (CHRM5); P08912; CHO-K1 hM5 cells, Fluo-8 calcium fluorescence; 0% DMSO wells, 100% maximal acetylcholine response; activation, % at 3 µM; 360,000 tested, 0.19% active; AID 624037;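 active = activation above the run's mean over test compounds plus 3 SD, cut at about 23% in these data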;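 also: signal is peak over basal fluorescence ratio across the kinetic read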
# M1 PAM parental: counter-screen for M1 PAMs: effect in parental CHO-K1 cells; ATP EC20, Fluo-8 calcium fluorescence; 0% at ATP EC20, 100% at ATP max; activation, % at 3 µM; 360,000 tested, 0.02% active; AID 602247;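 active = activation above the run cutoff, the mean activation of all test compounds plus 3 SD, cut at about 40% in these data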;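 also: peak over basal fluorescence ratio in a 140 s read after ATP addition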
# CRFR2-BP ag: agonists of human CRF-binding protein/CRF-R2 receptor complex; HEK293 CRF-R2/CRF-BP, calcium dye fluorescence (FLIPR); percent of saturating CRF peptide response; activation, % at 13.2 µM; 350,000 tested, 0.46% active; AID 588473;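 active = activation of at least 50%, plus an integration ratio under a set limit after plate pattern correction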;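 also: plate controls were neutral control wells without compound for no effect and CRF at EC100 for full effect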
# * hit, by the source's call; . = not tested or not shown.
SMILES,CHRM5 antagonist,CRFBP-R2 block,TAAR1 antag,CHRM4 PAM,TAAR1 agonist,CHRM5 PAM,CHRM5 agonist,M1 PAM parental,CRFR2-BP ag
COc1cc2c(C(=O)N(C)c3cc(Cl)ccc3OC)cn(C)c(=O)c2cc1OC,9.9,0.4,-20.4,-1.1,1.0,-0.3,0.0,8.5,1.4
O=C(Cc1ccc2cccnc2c1)c1ccc(O)cc1O,9.4,-6.5,-1.7,-3.0,16.7,-3.8,6.2,10.0,0.0
Cc1ccccc1NC(=O)CCN1C(=O)CSC1=O,6.8,1.1,105.9*,1.4,-2.2,-5.4,-7.1,10.1,-1.6
Cc1nnc(SCc2cn3ccsc3n2)n(N)c1=O,1.2,0.4,18.3,-0.4,4.5,-4.6,-0.8,2.6,-0.7
Cc1ccc(S(=O)(=O)CCC(=O)O)cc1C,-11.1,-7.0,6.3,6.6,1.6,7.3,0.7,15.2,-1.5
CCOC(=O)CN(C(=O)CSc1nnc(-c2ccc(OC)c(OC)c2)o1)c1ccc(F)cc1,5.5,13.7,-17.9,0.8,4.9,-0.1,-0.2,5.5,0.8
CC(=O)N(Cc1ccc(Br)cc1)c1cccc(C)c1C,4.4,-18.9,6.3,-8.6,-2.5,3.4,-5.9,16.1,-1.4
O=C(CN1CCC(n2nnc3cc(C(F)(F)F)ccc32)CC1)Nc1ccc2c(c1)CCC2,1.0,1.1,-1.0,9.8,-4.5,-4.5,-0.3,1.6,5.7
CCCCNC(=O)C1(C)CCN1C(=O)c1cc(-c2cccs2)oc1C (stereo not drawn),-1.4,.,-2.5,4.7,-1.2,4.3,-0.4,19.5,.
COc1ccc2sc(-c3ccc(S(C)(=O)=O)cc3)c(C(=O)NCCc3c[nH]c4ccccc34)c2c1,23.3,63.5*,58.3*,-11.4,27.7,-34.9,2.0,-3.9,-1.0
COc1ccc(S(=O)(=O)Nc2ccc3c(c2)OCO3)cc1Cl,-1.9,-18.0,15.2,14.5,8.9,2.7,-2.1,21.5,0.9
c1ccc(NNC2=NCCS2)cc1,-3.7,1.4,-17.1,-3.4,11.4,-1.7,0.7,-20.9,-1.1
CN1CCN(c2ccc(CNC(=O)c3ccc(-c4cnn(C)c4)c4ccoc34)cc2)CC1,6.8,.,-26.4,-1.3,1.0,-1.4,-0.8,9.2,.
COc1ccc(S(=O)(=O)N/N=C(/C)c2ccncc2)cc1,5.8,10.5,-20.0,4.2,4.9,-5.9,0.1,8.6,1.6
CCOc1ccc(C(=O)N(CN2CCCC2=O)c2ccc(C)cc2)cc1,.,13.2,-2.0,.,11.0,.,.,.,0.3
O=C(CN(Cc1ccccc1Cl)C(=O)Cn1nnc(-c2cccs2)n1)NCC1CCCO1 (stereo not drawn),-6.1,1.8,.,-0.3,.,-0.3,3.7,-9.9,0.1
Clc1cc(Cl)c2nc(N3CCOCC3)sc2c1,0.6,-10.6,15.1,-7.4,-0.9,-0.4,-2.5,9.6,-4.2
CN1CCN(C(=O)c2ccc(-c3nn(C)c(=O)c4ccccc34)cc2)CC1,-3.0,-12.5,7.5,3.2,9.8,-5.1,0.2,1.9,3.8
Cc1cc(C)cc(-n2ncc3c2CCCC3NC(=O)C2CCC2)c1 (stereo not drawn),8.1,6.1,-25.5,2.1,2.1,-3.9,-4.9,8.7,-1.1
Cc1ccc(Oc2ccc(C(=O)NC3CCSC3=O)cn2)cc1 (stereo not drawn),-7.2,-3.2,7.8,-2.2,4.1,-6.2,-2.9,13.3,-0.6
CCc1cc(C(=O)O)c(NC(=O)/C=C/c2ccc(OC)c(OC)c2)s1,6.7,15.4,-27.2,4.4,-0.9,1.5,-1.2,-5.5,-0.5
Cc1ccc2cc(C)c(SCC(=O)Nc3cc(C)on3)nc2c1,-5.0,-17.8,-11.8,13.2,8.4,1.3,-5.8,13.8,1.9
COCC(=O)N1C[C@H]2CON(C)[C@H]2C[C@H]1c1cccc(-c2ccc(C#N)cc2)c1,-1.1,-0.9,-0.1,5.5,-0.1,-1.8,-0.1,5.7,5.0
C[C@@H]1CN([C@@H](C)CO)C(=O)CCCn2cc(nn2)CO[C@H]1CN(C)S(=O)(=O)c1ccc2c(c1)OCCCO2,9.5,5.6,-21.9,7.7,4.0,-0.8,0.8,10.1,-1.5
CN(C)C(=O)c1ccc2c(c1)C1C3CCC(C3)C1C(c1ccccc1)N2 (stereo not drawn),-2.5,-10.9,3.5,2.5,3.9,1.0,-1.5,18.9,-2.6
CSc1cccc(NS(=O)(=O)c2ccccc2)c1,1.1,-3.1,8.7,-3.8,0.3,-6.5,-4.1,19.7,10.7
CCOC(=O)C1CCN(Cc2ccc(OC)c(OCc3ccccc3)c2)CC1,-10.9,4.6,-0.7,-4.0,1.9,-1.1,-9.3,-19.5,-0.3
Cc1cc(=O)[nH]c(SC/C=C/c2ccccc2)n1,-2.0,-2.9,-21.5,7.3,18.6,0.3,10.4,-0.1,0.3
CN(C(=O)c1ccc2c(c1)OCO2)C1(C(=O)NC2CCCC2)CCCCC1,3.8,4.8,1.2,-5.8,2.5,-2.4,-1.9,17.1,-1.4
CCOc1ncccc1C(=O)NCCc1ccc(OC)cc1,19.3,-0.8,-19.5,-4.2,0.1,-4.8,-2.3,-3.2,0.5
CCOc1ccccc1N1CCN(CC(O)COC2CCCc3ccccc32)CC1 (stereo not drawn),6.2,-4.2,-4.1,-13.9,3.5,-7.9,-5.2,-0.6,2.6
COc1ccc(OC)c(NC(=O)CSc2nnnn2-c2ccccc2F)c1,9.3,-3.2,4.7,5.8,3.1,-15.4,-0.2,20.6,-0.5
CCN=C1S/C(=C\c2ccc(Sc3ccc(Cl)cc3)o2)C(=O)N1CC,-4.7,0.0,-4.8,13.8,-0.1,8.8,-4.4,21.2,5.7
C/C(=N/OC(=O)c1cccc(Cl)c1)c1nccs1,4.6,37.6,-5.1,-0.8,7.7,-0.9,-0.4,-6.1,-0.9
Cc1cc(C)nc(N2CCC(C(=O)NCc3cccs3)CC2)n1,-0.3,-3.6,-6.5,2.2,15.2,4.2,0.8,20.6,2.0
N=c1c2c(ncn1CCCO)Oc1cc(O)ccc1C2c1ccccc1 (stereo not drawn),7.8,2.0,6.8,7.5,1.9,0.5,1.5,11.5,0.0
O=S(=O)(Nc1nc2ccccc2nc1Nc1ccc2c(c1)OCCO2)c1cccs1,-2.4,11.1,12.1,9.9,4.2,-2.2,1.0,13.2,5.7
C=CCNC(=O)c1onc(CSc2ccccn2)c1C(=O)NCC=C,-7.9,-4.8,4.2,18.9,19.4,9.7,4.0,0.2,-2.8
O=C1OC(=O)c2cc([N+](=O)[O-])ccc21,6.6,25.4,-29.1,6.6,3.7,-2.6,1.9,-15.7,-0.2
O=C1CN(c2nnnn2-c2ccccc2)CCN1,3.0,-6.2,-4.6,3.5,0.6,-3.1,1.1,13.5,6.8
CC(NC(=O)CN1C(=O)NC(C)(C2CC2)C1=O)c1ccc(F)cc1 (stereo not drawn),4.0,2.4,-2.2,5.6,0.2,1.2,2.0,6.2,7.0
COc1cccc(N(C(=O)CNC(=O)c2ccco2)C(C(=O)NC2CCCC2)c2cccnc2)c1 (stereo not drawn),18.8,16.7,6.2,9.1,0.4,-5.0,-1.8,5.8,-1.7
O=C(O)Cc1ccc(O)c(F)c1,-3.4,-2.8,-18.6,-0.5,1.4,-2.0,4.8,-0.8,0.9
COC(=O)c1c(NC(=O)C(=O)N2CCOCC2)sc2c1CCCC2,10.8,-3.0,-17.4,-2.9,4.8,-1.8,-2.4,-1.0,0.4
COc1ccccc1NC(=O)c1sc2ncn(Cc3ccccc3C)c(=O)c2c1C,8.0,5.2,10.6,-3.7,3.2,-4.0,0.6,-12.5,1.9
O=C(/C=C/c1cccc(Cl)c1)NCCc1ccccc1,-3.8,15.0,-26.7,-6.8,0.3,2.0,-1.4,-2.6,-1.3
COc1ccc(N2CC(C(=O)Nc3nnc(SCc4ccccn4)s3)CC2=O)cc1 (stereo not drawn),-1.7,12.1,-3.8,9.1,2.5,0.5,-0.2,-0.8,2.3
CC(=O)Nc1nc(C)c(Oc2ccc(Cl)cc2)c(=O)[nH]1,8.7,0.1,-4.7,-3.2,0.3,-1.9,-5.6,25.8,-0.4
Cc1c(C(=O)OC(C)C)sc(N)c1C(=O)OC(C)C,3.7,4.6,7.8,-5.0,2.1,-4.3,-7.8,6.3,0.3
Cc1ccc(S(=O)(=O)N2CCN(CC(=O)N/N=C/c3ccco3)CC2)cc1,1.9,10.5,8.9,0.9,3.2,-1.3,-0.9,-2.6,-1.9
CC12CCCC(=O)C1CCC(=Cc1ccco1)C2=O (stereo not drawn),24.2,6.1,-3.5,-0.3,0.7,-3.1,-6.8,17.2,30.0
O=C(CSCc1ccccc1)NCCCN1CCOCC1,-12.2,6.5,1.6,-5.9,4.4,6.8,-0.6,-2.6,-0.2
COc1ccc(C(=O)COC(=O)CN2C(=O)C3C4CCC(C4)C3C2=O)cc1 (stereo not drawn),-7.5,8.7,-5.5,-4.2,3.0,5.3,-0.5,15.2,-1.3
CCC(C)[C@H](NC(=O)NCc1cccs1)C(=O)OC (stereo partly drawn),3.2,5.8,2.9,6.9,4.9,-2.4,3.2,-5.3,-0.6
O=C(O)CCC(=O)N1c2ccccc2NC2=C(C(=O)CC(c3ccc(F)cc3)C2)C1c1ccc([N+](=O)[O-])o1 (stereo not drawn),18.7,3.7,-15.0,-2.9,7.9,-8.8,-4.5,-17.7,3.3
NC(=O)N=Nc1c(O)n(Cc2ccccc2)c2ccc(Br)cc12,2.4,0.7,-4.6,1.0,2.7,-0.2,3.9,9.3,-0.3
CCOC(=O)C1=C(C)N(CC)C(=S)NC1c1ccc(Cl)cc1 (stereo not drawn),4.2,19.8,14.1,-3.3,-1.4,-11.8,-5.3,8.8,-0.6
O=C(Nc1ccc(S(=O)(=O)N2CCCC2)cc1)c1ccc(CN2CCOCC2)cc1,8.0,-9.7,10.8,-12.1,23.5,-15.6,7.0,13.2,5.2

# TAAR1 antag: hit marks shown above.
SMILES	CHRM5 antagonist	CRFBP-R2 block	TAAR1 antag	CHRM4 PAM	CHRM5 agonist	CRFR2-BP ag
Cc1ccccc1NC(=O)CCN1C(=O)CSC1=O	6.8	1.1	105.9*	1.4	-7.1	-1.6
COc1ccc2sc(-c3ccc(S(C)(=O)=O)cc3)c(C(=O)NCCc3c[nH]c4ccccc34)c2c1	23.3	63.5*	58.3*	-11.4	2.0	-1.0
